Screening data: PubChem BioAssay, several laboratories
LMPTP block: LMPTP phosphatase inhibitors, primary screen, biochemical, fluorescence intensity, uHTS; Low molecular weight phosphotyrosine protein phosphatase (Homo sapiens), P24666; recombinant LMPTP-A, OMFP fluorogenic substrate; inhibition, % at 20 µM; 360,000 compounds, 0.22% hits; AID 651560, 2012;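 active = compounds that cut the enzyme signal by at least half of the control window in the single-dose screen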;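 also: plate controls were DMSO wells with enzyme plus substrate for no effect and substrate without enzyme for full effect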
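test system = LMPTP-A | amount = 0.625 nM LMPTP-A final | reagent = fluorogenic phosphatase substrate OMFP at 400 µM final | incubation = 50 min at room temperature | benchmarks = no-enzyme low control, uninhibited high control | medium = Bis-Tris pH 6.0, DTT, detergent | signal = fluorescence intensity of OMFP turnover product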
DNMT1 inh: human DNMT1 methyltransferase inhibitors, primary screen, biochemical, molecular beacon, fluorescence, HinP1I cleavage, uHTS | DNA (cytosine-5)-methyltransferase 1 (Homo sapiens), P26358 | 360,000 compounds, 0.83% hits | inhibition (reported as % activation of signal), % at 10 µM; in the data active = inhibition above about 50%
Rpn11 inh: Rpn11 (PSMD14) deubiquitinase inhibitors, primary screen, biochemical, fluorescence polarization, uHTS. 26S proteasome non-ATPase regulatory subunit 14 (Homo sapiens), O00487. human 26S proteasome, Ub4-pepOG fluorescence polarization; 20S core pre-blocked with epoxomicin. calls only at 20 µM. 360,000 compounds, 0.59% hits. AID 588493, 2011;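 active = inhibition at 20 µM, scaled to each plate's controls, above about 33%, limit read from the data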
Target sequence (O00487 whole entry, looked up): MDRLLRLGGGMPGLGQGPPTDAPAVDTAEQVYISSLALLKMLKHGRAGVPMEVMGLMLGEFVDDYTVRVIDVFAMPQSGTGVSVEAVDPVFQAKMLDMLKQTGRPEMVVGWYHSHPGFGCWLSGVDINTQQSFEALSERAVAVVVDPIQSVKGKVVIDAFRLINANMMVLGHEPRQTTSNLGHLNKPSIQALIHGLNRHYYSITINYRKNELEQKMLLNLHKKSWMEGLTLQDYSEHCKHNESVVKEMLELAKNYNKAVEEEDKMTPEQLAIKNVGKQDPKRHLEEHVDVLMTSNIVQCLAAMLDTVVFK
PABP1 MLLE inh: inhibitors of PABP1 MLLE–PAM2 peptide binding, primary screen, biochemical, fluorescence polarization, FITC-PAM2, GST-MLLE. inhibition, % at 20 µM. 360,000 compounds, 0.36% hits. Polyadenylate-binding protein 1 (Homo sapiens), P11940; in the data active = inhibition above about 35%, passing the limit was not always enough;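 also: plate controls were DMSO wells with GST-MLLE for no effect and wells lacking GST-MLLE protein for full effect; some results filed as inactive read as strong as hits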
SUMO1-SIM PPI: modulators of SUMO1 protein-protein interactions, primary screen, biochemical, uHTS. Small ubiquitin-related modifier 1 (Homo sapiens), P63165. SUMO1 binding to a labelled peptide, TR-FRET, 1 h. inhibition, % at 20 µM. 360,000 compounds, 0.33% hits. AID 602429, 2012; in the data active = inhibition above about 37%
CSN deneddyl inh: inhibitors of CSN-mediated cullin deneddylation, primary screen, biochemical, fluorescence polarization, uHTS | Purified CSN, SCF-Nedd8-OG deneddylation | inhibition, % at 12.5 µM | 360,000 compounds, 0.38% hits | AID 651999, 2013;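 active = pattern-corrected inhibition above about 35%, with an unprinted fluorescence ratio check between 0.5 and 1.5, limit read from the data, passing the limit was not always enough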;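 also: 0% = enzyme with substrate and 100% = substrate without enzyme; some results filed as inactive read as strong as hits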
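Schedule: reaction 90 min, room temperature / Assay system: HEK293T-derived human Csn5 enzyme / Input: Csn5 at 0.24 nM final / Measure: inhibition of Csn5 cleavage, % / Control set: substrate-only high control, full reaction low control / Technique: fluorescence polarization of the substrate / Buffer or medium: Tris/NaCl/DTT buffer, pH 7.5 / Reagent: SCFSkp2-Nedd8OG substrate at 10 nM final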
TbMetRS inhib: T. brucei MetRS inhibitors, primary screen, biochemical, luminescence; methionyl-tRNA synthetase (Trypanosoma brucei brucei); purified T. brucei MetRS, ATP depletion, Kinase-Glo luminescence; inhibition, % at 11.9 µM; 360,000 compounds, 0.4% hits; AID 624268, 2012;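 active = inhibition above a per-plate cutoff of the control wells' mean inhibition plus 3 SD, cut at about 5.5% in these data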;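 also: 0% = DMSO wells median and 100% = median of wells with control inhibitor compound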
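Measured by: Kinase-Glo luciferase luminescence reporting remaining unconsumed ATP. Material: purified T. brucei MetRS enzyme. Doses: 11.9 µM compound single dose, 0.9% DMSO. Medium: HEPES buffer containing pyrophosphatase, BSA, spermine, DTT. Times: 15 min preincubation, 2 h reaction, all 25 °C. Reagent: methionine, ATP and bulk E. coli tRNA.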
STEP inh: STEP phosphatase inhibitors, primary screen, biochemical, fluorescence intensity, uHTS. Tyrosine-protein phosphatase non-receptor type 5 (Homo sapiens), P54829. recombinant STEP, OMFP fluorogenic substrate. inhibition, % at 20 µM. 360,000 compounds, 0.25% hits;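 active = inhibition at 20 µM, scaled per plate between control wells, above about 37%, limit read from the data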;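 also: 0% = DMSO with enzyme and substrate and 100% = substrate only without enzyme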
Target sequence (P54829 whole entry, looked up): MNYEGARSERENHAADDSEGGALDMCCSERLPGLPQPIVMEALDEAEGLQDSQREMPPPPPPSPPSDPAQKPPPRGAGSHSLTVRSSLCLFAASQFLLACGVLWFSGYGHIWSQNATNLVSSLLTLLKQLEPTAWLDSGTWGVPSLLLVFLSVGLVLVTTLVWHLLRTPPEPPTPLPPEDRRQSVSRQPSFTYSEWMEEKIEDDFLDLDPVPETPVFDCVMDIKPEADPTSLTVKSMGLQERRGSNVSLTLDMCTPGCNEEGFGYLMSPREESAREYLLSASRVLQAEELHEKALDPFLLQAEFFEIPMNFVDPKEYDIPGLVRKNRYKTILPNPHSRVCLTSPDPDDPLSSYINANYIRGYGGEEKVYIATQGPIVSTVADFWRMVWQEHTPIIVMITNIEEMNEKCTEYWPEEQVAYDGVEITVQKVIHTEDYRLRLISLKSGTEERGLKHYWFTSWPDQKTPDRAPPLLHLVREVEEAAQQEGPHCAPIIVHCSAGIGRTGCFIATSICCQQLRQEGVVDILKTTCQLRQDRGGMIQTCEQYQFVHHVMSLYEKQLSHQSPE
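Material: STEP (striatal-enriched tyrosine phosphatase) enzyme, cell-free; Compound dosing: 20 µM single dose in 1% DMSO; Technique: fluorescence read at 480 nm ex / 540 nm em; Times: reaction 20 min, ambient temperature; Medium: 50 mM Bis-Tris pH 6.0 with 2.5 mM DTT and 0.005% Tween 20; Also added: OMFP at 25 µM.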
Scp1 inh: Scp-1 phosphatase inhibitors, primary screen, biochemical, colorimetric, uHTS | AID 493091, 2011 | Recombinant Scp1, phosphopeptide, malachite green phosphate absorbance | inhibition, % at 20 µM | 340,000 compounds, 0.88% hits | Carboxy-terminal domain RNA polymerase II polypeptide A small phosphatase 1 (Homo …;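 active = inhibition above about 50% at 20 µM, limit read from the data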;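 also: plate controls were DMSO wells with enzyme for no effect and wells lacking enzyme for full effect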
Target sequence (Q9GZU7 76-261 limits assumed): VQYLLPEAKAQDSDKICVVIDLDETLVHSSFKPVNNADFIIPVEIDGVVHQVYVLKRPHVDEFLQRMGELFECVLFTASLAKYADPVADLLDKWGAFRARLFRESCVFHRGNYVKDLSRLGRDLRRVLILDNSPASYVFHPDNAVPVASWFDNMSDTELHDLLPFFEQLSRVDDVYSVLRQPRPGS
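Test system: SCP-1 phosphatase catalytic domain, residues 76-261 | Compound dosing: One concentration, 20 µM, with 1.0% DMSO | Schedule: 45 min room-temperature reaction, 5 min colour, 30 min stabiliser | Detection: Absorbance at 630 nm | Read-out basis: % inhibition of SCP-1 phosphate liberation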
NadD inh: inhibitors of S. aureus NadD, primary screen, biochemical, colorimetric, uHTS | purified NadD enzyme, colorimetric absorbance read-out | inhibition, % at 20 µM | 360,000 compounds, 0.78% hits | AID 602399, 2012; in the data active = inhibition above about 26%; also: some compounds past the cut are filed as inactive
* marks the source's active call; other numbers are inactive results; i = inactive.

DNMT1 inh	TbMetRS inhib	SUMO1-SIM PPI	STEP inh	NadD inh	Scp1 inh	CSN deneddyl inh	PABP1 MLLE inh	Rpn11 inh	LMPTP block	SMILES
2	-0.3	-6	2	-8	0	5	-16	i	1.3	C=C(C)c1nc(Oc2ccccc2)nc(Oc2ccccc2)n1
1	-1.0	-1	0	5	4	6	5	i	-0.4	COc1ccc(N2C(=O)CC(N(Cc3ccco3)C(=O)CCC(=O)O)C2=O)cc1 (centres undefined)
2	-0.1	-20	0	-4	2	-10	21	i	-0.8	COc1cccc(OC)c1C(=O)Nc1ccc([N+](=O)[O-])cn1
-4	0.0	7	2	-19	-8	10	8	i	-0.1	CC(COc1cccc2ccccc12)CN1CCN(C)CC1 (centres undefined)
3	-0.4	1	1	0	-1	9	-8	i	0.5	Cc1ccc(NC(=O)CCNS(=O)(=O)c2ccc3c(c2)c(=O)n(C)c(=O)n3C)cc1C
3	0.1	-5	2	-8	-9	-6	-3	i	-2.1	CCOC(=O)/C(C#N)=C1/C=CN(C)C=N1
-1	-0.9	-2	-2	-2	-1	2	8	i	1.7	O=C(NCc1ccccc1Cl)C1CCCN1C(=O)NC1CCCCC1 (centres undefined)
2	-1.6	1	2	-1	-9	-2	-2	i	0.4	CCOc1cnc(-c2ccc(Cl)cc2)o1
1	-0.7	-31	1	0	1	2	-7	i	-1.5	O=C(CCNS(=O)(=O)c1cccc2nsnc12)NCc1ccccc1
-1	0.2	9	-1	-4	-4	5	-3	i	-0.2	COc1ccc(OC)c(NC(=O)C2CCN(S(=O)(=O)c3ccc4c(c3)OCCO4)CC2)c1
1	-0.3	-27	2	5	-5	5	-8	i	-0.7	O=C(c1ccco1)N1CCN(Cc2cc(=O)c(OCc3ccc([N+](=O)[O-])cc3)co2)CC1
5	-0.3	-26	5	2	4	-10	-6	i	1.8	Cc1ccccc1C(=O)N1CCN(c2ccc([N+](=O)[O-])c(NCc3cccnc3)c2)CC1
4	-0.2	1	1	6	-3	0	-2	i	-1.0	O=C(COc1coc(CN2CCN(c3ccccc3F)CC2)cc1=O)NC1CCCCC1
-1	-0.3	7	-2	-9	0	-3	3	i	-1.1	CCOc1cc(S(=O)(=O)N2CCN=C2Cc2ccccc2)ccc1F
6	-0.4	1	2	0	7	-2	-3	i	-0.6	CC(NC(=O)CNC(=O)c1cccs1)c1cccc(C(F)(F)F)c1 (centres undefined)
7	1.4	13	2	4	42	7	-14	i	-0.1	CC(Oc1ccc2ccc(=O)oc2c1)C(=O)NC(Cc1c[nH]c2ccc(O)cc12)C(=O)O (centres undefined)
1	0.5	0	-1	-9	-5	-2	-38	i	-1.0	O=C(CSc1ncn[nH]1)Nc1ccc(Cl)c(Cl)c1
1	-0.8	-7	-1	-7	-5	-2	17	i	-0.8	Cc1cc(Cl)nc(Cl)c1C(=O)N1CCOCC1
-1	-0.6	-8	2	-4	-5	-5	-16	i	-2.1	CCN(C(=O)COc1ccc(C)nc1[N+](=O)[O-])C1CCS(=O)(=O)C1 (centres undefined)
0	-1.1	1	5	-6	-2	1	-1	i	-0.4	COc1cc(C(=O)NC(C)CCc2ccccc2)cc(OC)c1OC (centres undefined)
-2	-0.2	0	12	-4	-10	-3	-1	i	1.8	Cc1cc(Oc2ccccc2)nc(-c2ccccc2)n1
-10	-0.2	0	-2	-7	-5	-1	-3	i	3.6	NS(=O)(=O)c1ccc(NCc2ccccc2OCc2ccccc2F)cc1
-2	0.0	0	-1	-1	-7	8	6	i	-2.6	O=C(NNC1CC(=O)N(c2ccc(Br)cc2)C1=O)c1ccccn1 (centres undefined)
1	-0.7	-2	0	-1	-11	-5	2	i	-0.6	COC(=O)c1c(C(=O)OC)c(-c2ccccc2)n2c1CS(=O)(=O)C2
1	-1.1	1	2	-1	2	-2	5	i	-1.3	CSCCC(NS(=O)(=O)c1ccccc1F)C(=O)NC(C)c1ccccc1 (centres undefined)
-5	0.5	13	-1	-1	-5	5	3	i	1.2	COc1cccc(OC)c1C(=O)Nc1cccc(-c2ccc3nncn3n2)c1
0	-1.3	-14	1	2	-10	-6	4	i	-1.4	Cc1c(NC(=O)c2cnn3c(C(F)(F)F)cc(-c4ccco4)nc23)c(=O)n(-c2ccccc2)n1C
2	-0.5	1	-4	-11	-9	-3	-4	i	-0.8	COc1cccc(NS(=O)(=O)c2ccc(OC)c(OC)c2)c1
0	-0.2	0	-2	-4	-8	1	-10	i	-0.5	CC(C)C(OC(=O)CN1C(=O)COc2ccccc21)C(=O)NC1CCCCC1 (centres undefined)
0	-0.5	1	1	-1	-5	-2	10	i	-0.5	CCCOC(=O)C(=O)NNc1ccccc1
-2	-0.5	1	-3	-6	-5	-12	5	i	0.2	COC(=O)c1ccc(NC(=O)c2ccccc2CC[N+](=O)[O-])cc1
3	-2.2	-9	-1	2	8	-6	4	i	-0.9	O=[N+]([O-])c1cccc(C(=S)N2CCCC2)c1
0	-0.3	-16	-1	-3	-2	5	-3	i	0.9	CCCCOc1ccc(/C=C/C(=O)OCC(=O)NC2CCS(=O)(=O)C2)cc1OCC (centres undefined)
3	-0.3	2	-1	-2	-15	11	5	i	-1.0	Cc1c(C(=O)N(C)Cc2nc3ccccc3c(=O)[nH]2)oc2ccccc12
-6	-0.1	3	0	2	-6	14	-42	i	-0.1	Cc1ccc(S(=O)(=O)Nc2cc(C)cn(Cc3ccccc3)c2=O)cc1
-6	-0.7	2	1	-2	3	6	9	i	1.1	COC(=O)c1c(NC(C)=O)sc(Cc2ccccc2)c1C
0	-0.2	-14	0	-5	-7	-1	1	i	-0.5	CC1CCCN(C(=O)CNC(=O)c2sc3ccccc3c2Cl)C1 (centres undefined)
3	0.8	5	3	-2	-1	-6	38*	i	-0.5	CN1C(=O)SC(Nc2ccccc2C(=O)O)C1=O (centres undefined)
3	-0.7	1	4	-9	-5	-4	0	i	-1.4	CCn1nnc(NC(=O)Cc2ccc(Cl)cc2)n1
-2	-1.1	3	-2	-5	-12	8	1	i	6.2	C/C(N)=C(/C#N)C(=O)CSc1nc2scc(-c3ccc(F)cc3)c2c(=O)n1C
-4	0.1	0	-3	1	-7	1	16	i	0.3	O=C(Nc1ccc(Br)cc1)c1ccc(N2C(=O)C3CC=CCC3C2=O)cc1 (centres undefined)
-7	-0.3	-4	-3	34*	-7	7	-36	i	1.0	O=C(Nc1nc2ccc([N+](=O)[O-])cc2s1)c1ccc(S(=O)(=O)N2CCCc3ccccc32)cc1
4	-0.2	3	0	7	-7	1	1	i	-0.1	COc1ccc(S(=O)(=O)N2CCCCC2)cc1NC(=O)c1ccco1
-3	-0.8	7	-3	-4	-11	-6	-22	i	2.1	COc1ccc(C(=O)OCC(=O)Nc2sccc2C(N)=O)cc1OC
1	-0.1	-35	0	-4	-11	6	-7	i	0.3	CCOC1(c2ccccc2)CC1C(=O)N/N=C/c1cccc([N+](=O)[O-])c1 (centres undefined)

9 of the compounds above, with two lines to a compound:
Second line of a record: DNMT1 inh	TbMetRS inhib	SUMO1-SIM PPI	STEP inh	NadD inh	Scp1 inh	CSN deneddyl inh	PABP1 MLLE inh	Rpn11 inh	LMPTP block
COC(=O)c1c(NC(C)=O)sc(Cc2ccccc2)c1C
    -6	-0.7	2	1	-2	3	6	9	i	1.1
CC1CCCN(C(=O)CNC(=O)c2sc3ccccc3c2Cl)C1 (centres undefined)
    0	-0.2	-14	0	-5	-7	-1	1	i	-0.5
CN1C(=O)SC(Nc2ccccc2C(=O)O)C1=O (centres undefined)
    3	0.8	5	3	-2	-1	-6	38*	i	-0.5
CCn1nnc(NC(=O)Cc2ccc(Cl)cc2)n1
    3	-0.7	1	4	-9	-5	-4	0	i	-1.4
C/C(N)=C(/C#N)C(=O)CSc1nc2scc(-c3ccc(F)cc3)c2c(=O)n1C
    -2	-1.1	3	-2	-5	-12	8	1	i	6.2
O=C(Nc1ccc(Br)cc1)c1ccc(N2C(=O)C3CC=CCC3C2=O)cc1 (centres undefined)
    -4	0.1	0	-3	1	-7	1	16	i	0.3
O=C(Nc1nc2ccc([N+](=O)[O-])cc2s1)c1ccc(S(=O)(=O)N2CCCc3ccccc32)cc1
    -7	-0.3	-4	-3	34*	-7	7	-36	i	1.0
COc1ccc(S(=O)(=O)N2CCCCC2)cc1NC(=O)c1ccco1
    4	-0.2	3	0	7	-7	1	1	i	-0.1
COc1ccc(C(=O)OCC(=O)Nc2sccc2C(N)=O)cc1OC
    -3	-0.8	7	-3	-4	-11	-6	-22	i	2.1

Looked up above:
Reading for `Cc1ccc(NC(=O)CCNS(=O)(=O)c2ccc3c(c2)c(=O)n(C)c(=O)n3C)cc1C` under PABP1 MLLE inh: -8
Reading for `COc1cccc(OC)c1C(=O)Nc1ccc([N+](=O)[O-])cn1` under CSN deneddyl inh: -10
